RT RNaseH block – inhibitors of HIV-1 reverse transcriptase RNase H | 65,000 tested, 1.9% active | P04585 | inhibition, % at 10 µM | AID 565 | RT-RNase H RNA/DNA duplex cleavage, fluorescence; in the data active means inhibition above about 50%
RmlCD inh mix – inhibitors of RmlC and RmlD coupled enzymes; RmlC/RmlD coupled enzyme inhibition, 384-well mixture HTS; inhibition, % at 5.5 µM; 110,000 tested, 0.39% active; in the data active means inhibition above about 30%, passing the limit was not always enough; further: strong numbers were not always called active
Active calls of the source: *; nt = no result given.

1. Cc1ccc(-c2nc(=S)c3c(n2Cc2ccco2)CCCC3)cc1
2. O=C(Cc1ccc(Cl)cc1)Nc1ccc(N2CCCC2)cc1
3. CCN1C(=O)c2cccc3c(S(=O)(=O)Nc4ccncc4)ccc1c23
4. O=C(CSc1nnc(COc2ccc(Cl)cc2)o1)N1c2ccccc2CCc2ccccc21
5. C=CCSC1=N/C(=C\c2ccsc2)C(=O)S1
6. COCCn1c(=O)[nH]c2cc(C(=O)NC3CCCCCC3)ccc2c1=O

Screen / compound no. | 1 | 2 | 3 | 4 | 5 | 6
RmlCD inh mix | 11 | 10 | 16 | 10 | -10 | 4
RT RNaseH block | 4 | nt | nt | nt | -69 | 0

7. COc1ccc2c(c1)c(=O)oc1cc(O)ccc12
8. C=C(C)C(=O)Nc1cccc(C2=NOC3(C2)C[C@@H](C(N)=O)N(C(=O)c2ccc(Cl)cc2)C3)c1 (stereo partly specified)
9. CCS(=O)(=O)N1CCC(NC(=O)C2CCCCC2)CC1
10. Cc1ccc(-n2c(Cn3nc(C(F)F)cc3C(F)F)n[nH]c2=S)cc1
11. NC(=O)c1c(NC(=O)c2cccs2)sc2c1CCCCCC2
12. Cc1ccc(C(C(=O)NC2CCCCC2)N2CCOCC2)cc1 (stereo unspecified)

Screen / compound no. | 7 | 8 | 9 | 10 | 11 | 12
RmlCD inh mix | -19 | 6 | -16 | 5 | -2 | 13
RT RNaseH block | nt | nt | 1 | nt | 57* | -2

Compound profiles, from the list above. Order of values: RmlCD inh mix | RT RNaseH block
Results for Cc1ccc(C(C(=O)NC2CCCCC2)N2CCOCC2)cc1 (stereo unspecified) = 13 | -2
Results for NC(=O)c1c(NC(=O)c2cccs2)sc2c1CCCCCC2 = -2 | 57*
Results for C=C(C)C(=O)Nc1cccc(C2=NOC3(C2)C[C@@H](C(N)=O)N(C(=O)c2ccc(Cl)cc2)C3)c1 (stereo partly specified) = 6 | nt

More records:
13. CCC(CO)Nc1ncnc2c1cnn2-c1ccc(OC)cc1 (stereo unspecified)
14. O=C(CSc1nnc(-c2ccccc2)o1)OCc1ccccc1
15. Cc1cccc(C(=O)N2CCN(c3ccc([N+](=O)[O-])c(NCc4ccco4)c3)CC2)c1
16. CCOC(=O)N1CCC(N2C(=O)c3ccccc3C2Nc2cc(OC)c(OC)c(OC)c2)CC1 (stereo unspecified)
17. O=C(Cc1cccs1)Nc1nnc(Cc2ccccc2)s1
18. O=C(O)CN1C(=O)CC(Cc2ccccc2)C1=O (stereo unspecified)

Screen / compound no. | 13 | 14 | 15 | 16 | 17 | 18
RmlCD inh mix | 7 | 10 | 8 | -114 | -2 | 27
RT RNaseH block | -7 | -31 | nt | -5 | nt | 0

19. CCCCN1CC[C@H]2C=CC[C@@H](C(=O)N3CCOCC3)[C@H]2C1=O
20. Cc1ccc2[nH]c(=O)c(NC(N)=S)nc2c1
21. CC(C)CC[n+]1ccn(-c2nc3ccccc3nc2[N-]S(=O)(=O)c2ccccc2)c1
22. Cc1cc(Cl)ccc1NC(=S)Nc1cccnc1
23. COC(=O)c1ccccc1NC(=O)c1ccc(NS(C)(=O)=O)cc1
24. COc1ccc(C2=Nn3c(nnc3-c3ccccc3)SC2)cc1OC

Screen / compound no. | 19 | 20 | 21 | 22 | 23 | 24
RmlCD inh mix | -13 | -12 | 16 | -5 | 9 | -6
RT RNaseH block | nt | nt | nt | nt | -14 | -2

25. Cc1ccc(C(=O)NNC2=NCCC2)cc1
26. CCN(C(=O)CSc1nnc(Cn2nnc3ccccc32)o1)c1nc(-c2ccccc2)cs1
27. O=C(CCCNS(=O)(=O)c1cccc2nsnc12)N1CCCCC1
28. COc1ccc(-c2nc(C#N)c(N3CCC(C(N)=O)CC3)o2)cc1
29. COc1ccc(-c2ncc3ccccn23)cc1
30. CN(C(=S)Nc1ccccc1F)C1(c2ccccc2Cl)CCCCC1=O (stereo unspecified)

Screen / compound no. | 25 | 26 | 27 | 28 | 29 | 30
RmlCD inh mix | -7 | 8 | -10 | 50* | 16 | 13
RT RNaseH block | nt | -15 | -30 | nt | -4 | nt

31. CCOC(=O)c1cc(-c2ccccc2)sc1NC(=O)CN1C(=O)c2ccccc2C1=O
32. Cn1nnc2cc(C(=O)NCc3ccco3)ccc21
33. CC[n+]1c(/C=C(\C)SC)sc2ccccc21
34. COc1cc(OC)nc(Oc2ccccc2C(=O)Oc2ccccc2Cl)n1
35. CCCCNCC(=O)Nc1sc(C)c(C)c1C(=O)OCC
36. CCC1Oc2ccc(Cl)cc2N(CC(=O)O)C1=O (stereo unspecified)

Screen / compound no. | 31 | 32 | 33 | 34 | 35 | 36
RmlCD inh mix | 3 | -15 | 13 | -2 | -1 | 10
RT RNaseH block | nt | -2 | nt | nt | nt | 38

37. O=C(CN1CCN(c2cccc(C(F)(F)F)c2)CC1)Nc1cccc(C(F)(F)F)c1
38. Cc1ccc(NC(=O)c2ccccc2F)nc1
39. Cc1ccc(S(=O)(=O)N2CCN(S(C)(=O)=O)C2c2ccccc2)cc1 (stereo unspecified)
40. CCS(=O)(=O)NCc1ccc2[nH]c3c(c2c1)CCCC3
41. CCC(CC)c1nnc(NC(=O)C2COc3ccccc3O2)s1 (stereo unspecified)
42. COc1cc(N)ccc1Cc1ccc(N)cc1OC

Screen / compound no. | 37 | 38 | 39 | 40 | 41 | 42
RmlCD inh mix | -4 | 13 | 9 | -93 | 16 | 9
RT RNaseH block | nt | -6 | -10 | -3 | nt | -6

43. COc1ccccc1S(=O)Cc1ccc(C(=O)NCCc2ccc(Cl)cc2)o1 (stereo unspecified)
44. Cc1cccc(-n2nc3c(c2NC(=O)c2ccc(Br)o2)CSC3)c1C
45. NC(=O)CN1N=C(c2cc(Cl)sc2Cl)CSC1=O
46. CCn1c2ccccc2c2nnc(SCC(=O)Nc3c(C)n(C)n(-c4ccccc4)c3=O)nc21
47. O=C(Cc1ccccc1)Nc1nc2ccccc2s1
48. O=C(c1ccco1)N(CCCN1CCOCC1)c1nc(-c2ccc(Cl)cc2)cs1

Screen / compound no. | 43 | 44 | 45 | 46 | 47 | 48
RmlCD inh mix | -13 | 7 | 4 | 16 | -7 | 2
RT RNaseH block | -12 | 6 | nt | nt | nt | 6

Looked up one by one from the list above (3):
45. NC(=O)CN1N=C(c2cc(Cl)sc2Cl)CSC1=O
46. CCn1c2ccccc2c2nnc(SCC(=O)Nc3c(C)n(C)n(-c4ccccc4)c3=O)nc21
44. Cc1cccc(-n2nc3c(c2NC(=O)c2ccc(Br)o2)CSC3)c1C

Screen / compound no. | 45 | 46 | 44
RmlCD inh mix | 4 | 16 | 7
RT RNaseH block | nt | nt | 6

More records follow.
49. Cc1ccc(S(=O)(=O)NC(CCc2ccccc2)CC(=O)C(C)(C)C)cc1 (stereo unspecified)
50. CCOc1ccccc1NC(=O)Cn1c(=O)n(CCC(=O)NC2CCCC2)c(=O)c2ccccc21
51. O=C(C1=C[C@H](c2ccc(Br)cc2)C[C@H](OCc2ccc(CO)cc2)O1)N1CCN(Cc2ccc3c(c2)OCO3)CC1
52. COc1ccc(-c2ccc([C@H]3[C@H]4C=CC[C@@H](C)[C@@H]4C(=O)N3Cc3ccccc3)c(F)c2)cc1OC
53. CCc1nc(SCC(=O)N2c3ccccc3Sc3ccccc32)c2ccccc2n1
54. Cn1c(=O)c2[nH]c(Nc3ccccc3)nc2n(C)c1=O

Screen / compound no. | 49 | 50 | 51 | 52 | 53 | 54
RmlCD inh mix | -4 | -9 | 5 | 1 | -7 | -9
RT RNaseH block | nt | -6 | nt | nt | nt | 2

55. C=CCSc1nc(N)c(C#N)c(-c2ccccc2)c1C#N
56. COc1ccc(-c2nnn(Cc3nc(N)nc(N4CCCCC4)n3)n2)cc1
57. Cc1ccc(NC(=O)CN(c2ccc3c(c2)OCO3)S(=O)(=O)c2c(C)n[nH]c2C)cc1
58. CCOC(=O)N1CCN(C(=O)CSc2nnc(Cn3c(=O)sc4ccccc43)n2C)CC1
59. CCc1cc2c(=O)c(-c3cnn(-c4ccccc4)c3)c(C)oc2c(CN2CCCCC2)c1O
60. Cc1nonc1NC(=O)CSc1nnc(-c2ccoc2C)n1-c1cccc(Cl)c1

Screen / compound no. | 55 | 56 | 57 | 58 | 59 | 60
RmlCD inh mix | -5 | 5 | -5 | 7 | 6 | 1
RT RNaseH block | -11 | -16 | -3 | -7 | nt | nt

Copied from above: compounds 58–60
58. CCOC(=O)N1CCN(C(=O)CSc2nnc(Cn3c(=O)sc4ccccc43)n2C)CC1
59. CCc1cc2c(=O)c(-c3cnn(-c4ccccc4)c3)c(C)oc2c(CN2CCCCC2)c1O
60. Cc1nonc1NC(=O)CSc1nnc(-c2ccoc2C)n1-c1cccc(Cl)c1

Screen / compound no. | 58 | 59 | 60
RmlCD inh mix | 7 | 6 | 1
RT RNaseH block | -7 | nt | nt

Remaining list, next part.
61. Cc1ccc(/C=N/NC(=O)c2csc(C)c2)o1
62. O=C(NCc1cccc(C(F)(F)F)c1)C1CC(c2ccc(C(F)(F)F)cc2)=NO1 (stereo unspecified)
63. Cc1cc(C)n(-c2nc3ccccc3n3nnnc23)n1
64. CCOC(=O)C1CCN(C(=O)/C=C/c2ccccc2OC)CC1
65. CC(C)C(=O)Nc1c(-c2cccs2)c(=O)c2ccccc2n1C
66. CCN1CCCC1CN=Cc1c(O)n(-c2ccccc2)c(=O)c2ccccc12 (stereo unspecified)

Screen / compound no. | 61 | 62 | 63 | 64 | 65 | 66
RmlCD inh mix | 9 | -3 | 22 | -12 | 8 | -12
RT RNaseH block | nt | nt | -5 | nt | nt | -2

67. Cc1c([N+](=O)[O-])c(C(=O)N2CCCC2)nn1C
68. CCOC(=O)c1c(-c2ccc(Cl)cc2)cn2ccccc12
69. O=C1c2ccccc2C(O)(Cc2ccccc2)N1c1ccc2c(c1)OCO2 (stereo unspecified)
70. Cc1cc(Nc2ccccc2)nn1C(=O)c1ccc(Br)cc1
71. Cc1cc(C)c(C(=O)CSc2n[nH]c(=O)n2C2CC2)cc1C
72. COCCn1nnnc1C(c1ccc(OC)c(OC)c1)N1CCN(c2nc3ccccc3s2)CC1 (stereo unspecified)

Screen / compound no. | 67 | 68 | 69 | 70 | 71 | 72
RmlCD inh mix | -17 | -36 | -15 | 2 | 6 | 22
RT RNaseH block | nt | nt | -5 | nt | 13 | -6

73. O=C(N/N=C/c1cccc(Oc2ccccc2)c1)c1cccc(Br)c1
74. COC(=O)c1ccc(-n2nnnc2SCC(=O)Nc2ccccc2OC)cc1
75. Cc1nn(-c2ccc(F)cc2)c2nc(N)c(C#N)c(-c3cccs3)c12
76. COc1ccc(Cc2nc(C(=O)NCc3ccccc3OC)cs2)cc1
77. O=C(N/N=C/c1c[nH]c2ccc(Br)cc12)c1ccn(Cc2ccc(Cl)cc2Cl)n1
78. COc1ccc(C(=O)N2CCN(c3cccc(Cl)c3)CC2)c(OC)c1

Screen / compound no. | 73 | 74 | 75 | 76 | 77 | 78
RmlCD inh mix | 9 | -13 | -39 | 2 | -7 | -10
RT RNaseH block | nt | -3 | -4 | nt | nt | 0

A different layout for 3 compounds above.
| cpd | compound | RmlCD inh mix | RT RNaseH block |
| --- | --- | --- | --- |
| 75 | Cc1nn(-c2ccc(F)cc2)c2nc(N)c(C#N)c(-c3cccs3)c12 | -39 | -4 |
| 76 | COc1ccc(Cc2nc(C(=O)NCc3ccccc3OC)cs2)cc1 | 2 | nt |
| 77 | O=C(N/N=C/c1c[nH]c2ccc(Br)cc12)c1ccn(Cc2ccc(Cl)cc2Cl)n1 | -7 | nt |

Later entries:
79. CC(C)CSc1ncc(-c2cccc(C(F)(F)F)c2)cn1
80. O=C(O)C1CSC(CCc2ccccc2)N1 (stereo unspecified)
81. CC1CC(C)CN(Cc2nc3c(c(=O)n(C)c(=O)n3C)n2CCN2CCOCC2)C1 (stereo unspecified)
82. Cc1cc(C)c2c(c1)c(C)cc1nnc(SCC(=O)NCc3ccco3)n12
83. CCOC(=O)CNC(=O)CSc1nnc(-c2ccco2)n1Cc1ccco1
84. CCCCSC1=C(C#N)C(c2ccccc2C)C(C(=O)OCC)C(=O)N1 (stereo unspecified)
85. COc1ccc(-c2noc(CSc3ccccc3)n2)cc1OC
86. CCC(C)NCC(=O)Nc1ccc(-c2nc3cc(NC(=O)CNC(C)CC)ccc3o2)cc1 (stereo unspecified)

Screen / compound no. | 79 | 80 | 81 | 82 | 83 | 84 | 85 | 86
RmlCD inh mix | 7 | 6 | 4 | -7 | 7 | -4 | -10 | 10
RT RNaseH block | nt | -26 | 8 | -2 | -6 | -6 | 15 | 9

Not all compounds are listed; rates above refer to the full screens.
